SENP8 block-1 = inhibitors of human SENP8 protease; inhibition, % at 10 µM; actives 1.2% (n = 330,000); AID 2540; purified SENP8, Z-RLRGG-aminoluciferin cleavage, luminescence; in the data active means inhibition above about 50%
Target sequence (Q96LD8 whole entry, looked up): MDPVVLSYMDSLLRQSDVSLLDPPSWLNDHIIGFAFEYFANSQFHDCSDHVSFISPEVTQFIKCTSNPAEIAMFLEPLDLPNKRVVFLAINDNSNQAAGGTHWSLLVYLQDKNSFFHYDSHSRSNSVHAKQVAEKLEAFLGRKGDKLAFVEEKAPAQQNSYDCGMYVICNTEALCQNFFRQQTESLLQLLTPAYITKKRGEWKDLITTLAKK
SENP6 block = inhibitors of human SENP6 protease; Q9GZR1; AID 2599; actives 1.8% (n = 330,000); Recombinant SENP6 catalytic domain, aminoluciferin luminescence; inhibition, % at 10 µM;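 active means inhibition above about 50% at the single tested dose, limit read from the data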;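 further: plate controls were DMSO wells with enzyme for no effect and DMSO wells lacking enzyme for full effect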
SENP8 block-2 = SENP8 (human) protease inhibition; recombinant SENP8, Nedd8 substrate fluorescence; inhibition, % at 20 µM; actives 0.64% (n = 360,000); AID 602440; in the data active means inhibition mostly above about 40%, no sharp cut-off; inactive means mostly below about 27%
PfG6PD inh = PfG6PD (Plasmodium falciparum) enzyme inhibition; PfGluPho enzyme, NADPH resazurin-diaphorase fluorescence; AID 504690; actives 0.78% (n = 350,000); inhibition, % at 20 µM;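 active means inhibition reaching at least a set limit at 20 µM in the primary screen, cut at about 59% in these data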;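 further: 0% = DMSO wells with substrate and 100% = DMSO wells lacking glucose-6-phosphate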
HKDC1 inh = blocks human hexokinase HKDC1 activity; Q2TB90; recombinant HKDC1, G6PDH/diaphorase resazurin coupled fluorescence; inhibition, % at 20 µM; actives 0.16% (n = 340,000); AID 493160;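 active means inhibition above about 35% when tested at 20 µM, limit read from the data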;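 further: plate controls were DMSO wells with enzyme for no effect and DMSO wells lacking enzyme for full effect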
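Material: recombinant HKDC1 hexokinase; Amount: HKDC1 at 5 µg/mL; Medium: Tris pH 8.0 buffer with MgCl2, Tween-20, BSA, BME; Schedule: 90 min reaction incubation at room temperature, dark; Technique: coupled resazurin fluorescence, excitation 525 nm, emission 613 nm.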
Apaf1 inhib = blocks human Apaf-1 apoptosome activity | O14727 | reconstituted apoptosome caspase-3 activity, DEVD-Rh110 fluorescence | inhibition, % at 20 µM | actives 0.71% (n = 330,000) | AID 489030; active means inhibition of at least 40% at 20 µM;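 further: plate controls were DMSO wells for no effect and DEVD-CHO caspase inhibitor wells for full effect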
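System: reconstituted apoptosome with Apaf-1, cytochrome c, caspase-9, procaspase-3, dATP; Signal: Rh110 fluorescence intensity; Schedule: 30 min compound preincubation, 50 min activation, room temperature; Reagent: cytochrome c trigger plus (Z-DEVD)2-Rh110 caspase-3 substrate.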
SENP7 inh = inhibitors of human SENP7 protease; recombinant SENP7, Z-RLRGG-aminoluciferin luminescence, 40 min; actives 1.5% (n = 330,000); Q9BQF6; inhibition, % at 5 µM;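 active means inhibition above about 50% at the single test dose, limit read from the data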;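 further: plate controls were DMSO with enzyme for no effect and no enzyme buffer wells for full effect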
Target sequence (Q9BQF6 706-1050 limits assumed): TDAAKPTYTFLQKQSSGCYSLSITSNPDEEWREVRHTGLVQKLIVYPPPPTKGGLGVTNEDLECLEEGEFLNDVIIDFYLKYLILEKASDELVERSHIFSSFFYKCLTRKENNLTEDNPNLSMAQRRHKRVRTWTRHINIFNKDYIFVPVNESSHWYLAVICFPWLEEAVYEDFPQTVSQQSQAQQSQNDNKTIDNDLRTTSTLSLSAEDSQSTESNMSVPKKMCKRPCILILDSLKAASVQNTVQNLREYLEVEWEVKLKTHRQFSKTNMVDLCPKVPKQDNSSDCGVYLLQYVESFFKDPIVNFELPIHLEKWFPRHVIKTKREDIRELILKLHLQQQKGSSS
SENP1 FRET inh = blocks the human SENP1 SUMO protease catalytic domain. actives 0.21% (n = 360,000). Q9P0U3. inhibition, % at 10 µM. recombinant SENP1 catalytic domain, CyPet-SUMO1-YPet FRET cleavage;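 active means inhibition at least 30% at 10 µM, raw YFP signal under a set limit, fluorescence ratio 0.5 to 1.5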;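 further: 0% = enzyme with DMSO and 100% = no enzyme wells; some results filed as inactive read as strong as hits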
Target sequence (Q9P0U3 419-644 limits assumed): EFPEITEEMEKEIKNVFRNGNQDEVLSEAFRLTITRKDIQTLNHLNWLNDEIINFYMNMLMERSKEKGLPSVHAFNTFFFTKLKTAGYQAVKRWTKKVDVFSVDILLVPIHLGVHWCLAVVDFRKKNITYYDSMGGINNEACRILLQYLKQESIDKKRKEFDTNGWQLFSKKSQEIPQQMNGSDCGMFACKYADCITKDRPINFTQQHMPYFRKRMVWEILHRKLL
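Assay system: hSENP1 catalytic domain, recombinant. Amount: SENP1 enzyme, 20 pM final. Schedule: 50 min reaction, RT, dark. Technique: FRET, CFP and YFP emission. Control set: no-enzyme wells low, DMSO-plus-enzyme wells high control.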
* hit, by the source's call; x = no result given.

molecule,SENP8 block-1,SENP6 block,SENP8 block-2,PfG6PD inh,HKDC1 inh,Apaf1 inhib,SENP7 inh,SENP1 FRET inh
C/C(=N\NC(=O)C(C)n1nc(C)c([N+](=O)[O-])c1C)c1ccccc1O (stereo unspecified),-5,-5,2,-21,-11,-7,1,-6
Cn1nccc1C(=O)Nc1cccc(C(F)(F)F)c1,-1,-3,6,-2,0,1,7,-1
COc1cc(CN2CCNC(=O)C2CC(=O)NCCc2ncccc2C)cc(OC)c1 (stereo unspecified),-1,-5,-5,-17,-11,7,0,-3
O=C([C@H](Cc1ccccc1)NS(=O)(=O)c1ccc(Cl)cc1)N1CC[C@@]2(O)CCCC[C@H]2C1,2,13,21,5,0,-14,-5,-2
Cc1cc(C)c(C(=O)C(C)OC(=O)c2ccc(Cl)nc2)cc1C (stereo unspecified),-1,-3,2,20,4,21,-4,1
CS(=O)(=O)N(Cc1ccc(C(=O)NCc2ccco2)cc1)c1ccccc1,1,-3,22,11,-7,2,7,2
CCn1c(=O)c(-c2nc3ccccc3[nH]2)c(O)c2ccccc21,-15,-15,x,-18,-7,15,-5,x
O=[N+]([O-])c1ccc(Nc2ccc(Cl)cc2)nc1,-15,-5,-14,39,-9,2,-5,-21
O=C1C2C3C=CC(CC3)C2C(=O)N1/N=C/c1c[nH]c2ccccc12 (stereo unspecified),-6,0,8,6,-8,17,-5,1
O=S(=O)(c1ccc2c(c1)OCCO2)C1CCC(S(=O)(=O)c2c(F)cccc2F)CC1 (stereo unspecified),6,-3,11,-3,2,11,-6,0
FC(F)(F)c1nnc2ccc(N3CCCC3)nn12,2,-6,-7,-10,-3,-7,1,-5
Cc1c(NC(=O)c2ccc(N(Cc3ccccc3)S(C)(=O)=O)cc2)c(=O)n(-c2ccccc2)n1C,-6,-5,9,0,-8,3,3,-1
CC(C)NC(=O)C1CCN(C2CCN(CC3CC=CCC3)CC2)CC1 (stereo unspecified),-10,-14,2,-8,3,-5,-3,-2
Cc1ccc2nc(N=C(N)N)nc(C)c2c1,-1,-6,-16,-2,-3,-10,-1,-11
Cc1cccc(NC(=O)CSc2nc(N)c(NC(=O)c3cccs3)c(=O)[nH]2)c1C,-1,-2,11,-18,-7,4,-5,2
Cc1ccc(-c2csc(NC(CO)c3nc4ccccc4n3CCOCCO)n2)cc1 (stereo unspecified),7,1,0,8,-4,7,3,-9
CC(=O)c1sc(NC(=O)c2ccc(C(C)(C)C)cc2)nc1C,-19,-15,-32,-1,1,-15,-1,-8
CC(=O)Nc1c(Br)cc2c(c1Br)C(=O)c1ccccc1-2,x,x,17,-5,-1,x,x,1
CSc1nn(-c2ccc(C(=O)OC(C(=O)NC(N)=O)C(C)C)cc2)c(=S)s1 (stereo unspecified),-9,-11,22,6,-6,22,-4,1
CCOc1cc(C)c(Cl)cc1S(=O)(=O)N(CC)CC,63*,3,15,8,-3,5,-5,1
C=CCOC(=O)C1=C[C@H](c2ccccc2)[C@@H](CCCO)[C@H](OCC)O1,-14,-4,3,-2,-4,3,-20,2
CCOC(=O)C1CCCN(C(=O)Cn2nc(CC)n3c(cc4sccc43)c2=O)C1 (stereo unspecified),8,-2,3,10,3,3,1,4
Cc1cc(CN(C)C(=O)c2cc(COc3ccc4ncccc4c3)on2)on1,-8,-21,3,6,1,-2,-12,1
CCc1nc(SCC(=O)Nc2ccc([N+](=O)[O-])cc2)n[nH]1,4,-5,4,12,-3,1,-6,2
CCOC(=O)c1c(C)[nH]c(C(=O)COC(=O)CNC(=O)c2ccc(Br)cc2)c1C,0,-9,-2,-17,-4,7,0,-3
O=C(COC(=O)CCc1nc2ccccc2c(=O)[nH]1)Nc1ccc(OC(F)(F)F)cc1,-3,-3,-3,6,-3,9,1,-3
Cc1noc(C)c1S(=O)(=O)N1CCC(C(=O)NCCC2=CCCCC2)CC1,-5,-7,8,-18,-3,-4,1,-2
O=C(CCc1c[nH]c2ccccc12)N/N=C/c1ccc2c(c1)OCO2,0,-14,7,-6,-2,10,-9,1
O=C(NNS(=O)(=O)c1ccc(Br)cc1)c1csnn1,1,-2,12,-11,-8,-3,-2,1
CCOc1cc(/C=C2\C(=O)ON=C2c2ccccc2)ccc1OC,13,6,6,14,-1,1,-10,1

Arranged by the number under HKDC1 inh (smallest number first): 3 of the compounds above.
canonical_smiles	SENP8 block-1	SENP6 block	SENP8 block-2	PfG6PD inh	HKDC1 inh	SENP7 inh	SENP1 FRET inh
CCOC(=O)c1c(C)[nH]c(C(=O)COC(=O)CNC(=O)c2ccc(Br)cc2)c1C	0	-9	-2	-17	-4	0	-3
Cn1nccc1C(=O)Nc1cccc(C(F)(F)F)c1	-1	-3	6	-2	0	7	-1
CC(=O)c1sc(NC(=O)c2ccc(C(C)(C)C)cc2)nc1C	-19	-15	-32	-1	1	-1	-8

Returning to the listing, starting 2 compounds before the break.
molecule,SENP8 block-1,SENP6 block,SENP8 block-2,PfG6PD inh,HKDC1 inh,Apaf1 inhib,SENP7 inh,SENP1 FRET inh
O=C(NNS(=O)(=O)c1ccc(Br)cc1)c1csnn1,1,-2,12,-11,-8,-3,-2,1
CCOc1cc(/C=C2\C(=O)ON=C2c2ccccc2)ccc1OC,13,6,6,14,-1,1,-10,1
CCOC(=O)c1ccc(NC(=S)NC2CC(C)(C)NC(C)(C)C2)cc1,-5,-8,19,-13,0,-20,0,1
CS(=O)(=O)N(CC(=O)Nc1cccc(Cl)c1Cl)c1ccccc1,-12,-11,16,-9,3,-1,-9,-1
CN(Cc1ccon1)C(=O)CC1C(=O)NCCN1Cc1cccc(F)c1F (stereo unspecified),-1,6,-61,3,-2,-10,6,-8
CC1(C)Cc2ccccc2-c2nc(NCCO)n(-c3ccccc3)c(=O)c21,2,8,-478,20,-4,8,0,1
O=C(N/N=C/c1cn(-c2ccccc2)nc1-c1ccccc1)c1ccco1,-6,-7,-18,3,-1,3,-4,2
COc1ccc(C(=O)Nc2cc3c4c(c2)C(C)C(=O)N4CCC3)cc1 (stereo unspecified),2,-7,-7,4,2,5,7,2
C/C(CCC(C)C)=N\NC(=S)Nc1cc(S(=O)(=O)N2CCOCC2)ccc1N1CCOCC1,-1,-14,17,16,-19,5,1,2
CCNc1nc(NCC)n2c(SCC(=O)N3CC4(C)CC3CC(C)(C)C4)nnc2n1 (stereo unspecified),0,4,-6,-12,-4,-13,7,1
CC1(C)C2CCC1(C)C(NC(=O)/C=C/c1ccccc1)C2 (stereo unspecified),-13,-30,5,5,-5,20,-5,-1
CC(=O)Nc1ccc(NCC(=O)c2ccccc2)cc1,17,37,10,10,16,-2,1,1
COc1ccccc1NC(=O)c1cc(C(=O)O)ccc1C(=O)O,3,2,21,12,-1,-4,6,1
CCOC(=O)c1c(NC(=O)c2ccccc2Br)sc2c1CCc1ccccc1-2,6,8,-104,64*,5,9,1,-8
CCOc1ccc(C(CC(=O)O)NC(=O)c2ccco2)cc1OC (stereo unspecified),3,1,11,-14,-4,-7,4,1
O=c1ccc2cc3c4c(c2o1)CCCN4CCC3,5,24,-418,32,10,4,3,-34
COc1ccc(Sc2nc(-c3ccccc3)ncc2C(=O)O)cc1,-5,8,7,-26,3,3,-3,0
CS(=O)(=O)N(Cc1ccccc1)c1ccc(C(=O)Nc2ccccc2Sc2ccccc2)cc1,6,14,14,7,13,3,3,2
CN(C)c1ccc(C(=S)N2CCCCC2)cc1Br,5,1,5,-5,-6,0,-12,0
Cc1cc(=O)[nH]c(Nc2ccc(C(=O)OC(C)C)cc2)n1,0,1,-74,9,4,-9,2,-45
CC(C)(C)CN1C(=O)C(=O)NC[C@H]1Cc1ccc(O)cc1,-6,-2,1,10,-5,-3,6,1
Cc1ccc(OCC(=O)N2CCN(S(=O)(=O)c3ccc4c(c3)OCCO4)CC2)c(C)c1,-1,-3,11,-4,2,11,-5,0
Cc1nnc(SCC(=O)NC2CCCCC2)[nH]c1=O,2,-7,7,3,-1,-2,8,-12
COc1ccccc1CCNS(=O)(=O)c1c(C)n(C)c(=O)n(C)c1=O,-13,-19,17,-2,-6,3,5,1
O=C1C=C(NCC2CCCO2)C2(CCCCC2)O1 (stereo unspecified),2,-6,6,3,-12,0,1,-2
Cc1ccc(N2CN(Cc3ccco3)CNC2=S)cc1,3,-17,5,-11,-10,-14,2,2
CCCCCC(=O)Nc1cccc(C2=NOC3(C2)C[C@@H](C(N)=O)N(C(=O)CC(c2ccccc2)c2ccccc2)C3)c1 (stereo partly specified),-5,-5,12,14,1,21,14,0
CC(NC(=O)OC(C)(C)C)C(=O)N1CCCC1C(=O)NC(Cc1ccccc1)C(N)=O (stereo unspecified),-11,4,22,-4,-11,-4,-4,1
O=C(CNc1cccc(S(=O)(=O)N2CCOCC2)c1)N1CCc2ccccc21,-5,5,-4,13,-1,-10,7,-1

2 records drawn at random from those above:
molecule,SENP8 block-1,SENP6 block,SENP8 block-2,PfG6PD inh,HKDC1 inh,Apaf1 inhib,SENP7 inh,SENP1 FRET inh
COc1ccccc1NC(=O)c1cc(C(=O)O)ccc1C(=O)O,3,2,21,12,-1,-4,6,1
O=C(CNc1cccc(S(=O)(=O)N2CCOCC2)c1)N1CCc2ccccc21,-5,5,-4,13,-1,-10,7,-1

One compound at a time (already shown):
Profile of `COc1ccc(Sc2nc(-c3ccccc3)ncc2C(=O)O)cc1` → SENP8 block-1: -5; SENP6 block: 8; SENP8 block-2: 7; PfG6PD inh: -26; HKDC1 inh: 3; Apaf1 inhib: 3; SENP7 inh: -3; SENP1 FRET inh: 0
Profile of `CC1(C)Cc2ccccc2-c2nc(NCCO)n(-c3ccccc3)c(=O)c21` → SENP8 block-1: 2; SENP6 block: 8; SENP8 block-2: -478; PfG6PD inh: 20; HKDC1 inh: -4; Apaf1 inhib: 8; SENP7 inh: 0; SENP1 FRET inh: 1
